Screening results deposited in PubChem by National Center for Advancing Translational Sciences (NCATS).
BAZ2B inh – qHTS Assay for Inhibitors of BAZ2B; Bromodomain adjacent to zinc finger domain protein 2B (Homo sapiens), Q9UIF8; AlphaScreen BAZ2B-H3K14Ac peptide displacement; Potency, µM (titrated, usually from 114 µM), without a hit: at the top dose activity change, negative = inhibition, actives largely listed as inhibitors; 360,000 compounds, 4.4% hits; AID 504333, 2011; further: potency means the concentration at half of the fitted maximal effect; on the % scale 0 is the no-effect control and ±100 the full control effect; nearly all actives have a fitted effect of over 60% in size
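BAZ2B (50 nM) with biotin-H3(5-23)K14Ac peptide (50 nM) in PBS pH 7.4, 0.01% Tween-20, preformed 30 min, then compound 30 min at room temperature; top concentration 110uM. AlphaScreen streptavidin donor/nickel chelate acceptor beads (10 ug/mL final), 20 min dark, signal read.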
PGK inhibitor – qHTS Assay to Find Inhibitors of Phosphoglycerate Kinase. Potency, µM (highest dose often 57.5 µM), without a hit: at the highest dose activity change, negative = inhibition, hits mostly inhibitors. 380,000 compounds, 0.043% hits. PGK/GAPDH coupled, Kinase-Glo luminescence, 60 min; further: potency means the concentration at half of the fitted maximal effect; on the % scale 0 is the no-effect control and ±100 the full control effect; nearly all actives have a fitted effect of over 60% in size
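Luminescent ATP detection (Kinase-Glo Plus) follows a 60-minute room-temperature incubation, with wells lacking PGK as controls. Buffer: 100 mM TEA (pH 7.6), 5 mM MgCl2, 0.01% Tween-20. Coupling enzyme GAPDH (100 nM final) supplies unstable 1,3-BPG in-well.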
G9a inh – qHTS Assay for Inhibitors of Histone Lysine Methyltransferase G9a | AID 504332, 2011 | 350,000 compounds, 8.8% hits | Histone-lysine N-methyltransferase EHMT2 (Homo sapiens), Q96KQ7 | G9a H3K9 monomethylation, AlphaScreen, 2 h | Potency, µM (titrated, usually from 102 µM), for inactives: top-dose activity, negative = inhibition, usual class: inhibitors; further: potency means the concentration at half of the fitted maximal effect; on the % scale 0 is the no-effect control and ±100 the full control effect; nearly all actives have a fitted effect of over 75% in size
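Chemiluminescent proximity detection of H3K9 monomethylation, read after 10 min bead incubation in the dark. Reaction: 20 nM G9a, 500 nM biotin-H3K9 peptide, 20 uM SAM cofactor, 2 h, room temperature, following 15 min enzyme-compound preincubation.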
GLS inh – qHTS for Inhibitors of Glutaminase (GLS); Glutaminase kidney isoform, mitochondrial (Homo sapiens), O94925; Potency, µM (doses to about 45.5 µM), inactives show at the highest dose activity change, negative = inhibition, usual class: inhibitors; 410,000 compounds, 0.21% hits; GLS enzymatic activity, qHTS titration; further: potency means the concentration at half of the fitted maximal effect; on the % scale 0 is the no-effect control and ±100 the full control effect
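Enzyme dispensed in phosphate buffer (45 mM, pH 8.2, 0.02% Tween-20), compounds pinned in, then 1 mM L-glutamine solution and the glutamate oxidase–HRP–Amplex Red mix added; fluorescence read immediately and again after 30 min at room temperature.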
HP1b chromo inh – HTS for Inhibitors of HP1-beta Chromodomain Interactions with Methylated Histone Tails; Chromobox protein homolog 1 (Homo sapiens), P83916; AlphaScreen HP1-beta / biotin-H3K9me3 peptide binding; Potency, µM (highest dose often 114 µM), without a hit: top-dose activity change, negative = inhibition, hits mostly inhibitors; 390,000 compounds, 0.56% hits; further: potency means the concentration at half of the fitted maximal effect; nearly all actives have a fitted effect of over 70% in size; inactives centre near 23
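Compound inhibition of the preformed complex between 50 nM HP1-beta and 50 nM biotinylated H3K9me3 peptide was read by AlphaScreen. Buffer was PBS pH 7.4 with 0.01% Tween-20. Incubations ran 30 min at room temperature, with 10 ug/mL donor/acceptor beads.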
ERG Ets-DNA blk – qHTS for Small Molecule Inhibitors of the ERG Ets/DNA interaction; Transcriptional regulator ERG (Homo sapiens), P11308; fluorescence polarization, His-ERG Ets domain / labelled DNA; Potency, µM (top dose mostly 76.9 µM), for inactives: top-dose FP activity, negative = inhibition, most hits filed as inhibitors; 370,000 compounds, 0.028% hits; active means well fitted inhibition curve with a large enough effect in the polarisation, with a control signal flat; inconclusive means small, poorly fitted or top-dose-only effect, or effect the other way, or a change in a side signal; inactive means no such curve, though single readings can be large or run the other way; the % refers to the polarisation;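 further: polarization taken with two DNA probes labelled with fluorescein and Texas red; potency means the concentration at half of the fitted maximal effect; % of control where 0% means no effect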
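His-tagged ERG Ets domain (1 uM in the protein solution; 300mM KCl, 50mM Tris-HCl, 1mM EDTA, 1mM DTT, pH 7.5) received compound, then a probe mix of 5 nM fluorescein-DNA and 100nM Texas-615-DNA. Fluorescence polarization was read for both dyes.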
JMJD2A Tudor – qHTS Assay for Inhibitors of JMJD2A-Tudor Domain | AlphaScreen JMJD2A-Tudor / H3K4me3 peptide binding | Potency, µM (highest dose often 114 µM), for the others: at the highest dose activity change, negative = inhibition, most hits filed as inhibitors | 390,000 compounds, 4.4% hits | AID 504339, 2011; further: potency means the concentration at half of the fitted maximal effect; on the % scale 0 is the no-effect control and ±100 the full control effect; nearly all actives have a fitted effect of over 50% in size
Target sequence (O75164 whole entry, looked up, the tested form may be a part): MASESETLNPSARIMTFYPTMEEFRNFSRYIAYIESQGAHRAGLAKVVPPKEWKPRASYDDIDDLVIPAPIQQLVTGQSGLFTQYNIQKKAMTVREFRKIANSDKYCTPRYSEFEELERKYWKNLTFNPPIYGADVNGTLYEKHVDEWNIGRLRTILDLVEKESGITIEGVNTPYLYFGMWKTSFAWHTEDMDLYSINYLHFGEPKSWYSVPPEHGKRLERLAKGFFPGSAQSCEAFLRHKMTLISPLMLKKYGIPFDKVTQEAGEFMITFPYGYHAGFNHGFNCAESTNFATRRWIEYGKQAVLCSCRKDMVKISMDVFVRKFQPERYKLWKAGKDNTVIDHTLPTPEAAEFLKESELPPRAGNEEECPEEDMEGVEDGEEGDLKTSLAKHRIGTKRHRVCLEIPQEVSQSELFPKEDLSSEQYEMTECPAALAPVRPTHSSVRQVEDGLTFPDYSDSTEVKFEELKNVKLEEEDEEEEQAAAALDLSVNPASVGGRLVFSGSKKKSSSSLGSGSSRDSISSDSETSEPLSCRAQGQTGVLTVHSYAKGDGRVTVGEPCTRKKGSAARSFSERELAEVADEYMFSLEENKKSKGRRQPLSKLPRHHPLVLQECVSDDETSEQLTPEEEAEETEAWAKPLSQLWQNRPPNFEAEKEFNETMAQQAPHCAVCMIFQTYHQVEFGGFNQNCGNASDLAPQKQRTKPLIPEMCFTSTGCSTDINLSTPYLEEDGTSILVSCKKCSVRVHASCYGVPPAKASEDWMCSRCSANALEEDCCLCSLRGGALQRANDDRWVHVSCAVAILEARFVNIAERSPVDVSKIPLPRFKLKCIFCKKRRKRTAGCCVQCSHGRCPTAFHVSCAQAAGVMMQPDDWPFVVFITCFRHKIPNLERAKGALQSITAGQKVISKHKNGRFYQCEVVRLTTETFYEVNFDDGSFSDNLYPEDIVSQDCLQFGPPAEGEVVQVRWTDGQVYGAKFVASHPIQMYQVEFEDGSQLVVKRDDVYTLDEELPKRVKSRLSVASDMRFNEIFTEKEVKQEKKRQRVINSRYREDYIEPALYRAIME
Pin1 inhibitor – qHTS Assay to Find Inhibitors of Pin1; Peptidyl-prolyl cis-trans isomerase NIMA-interacting 1 (Homo sapiens), Q13526; Pin1 FP peptide displacement, HiFluor488, 10 min; Potency, µM (highest dose often 115 µM), for inactives: at the highest dose activity, negative = inhibition, actives largely listed as inhibitors; 390,000 compounds, 0.009% hits; active means well fitted inhibition curve with a large enough effect in the polarisation, with a control signal flat, not every such curve was filed as active; inconclusive means small, poorly fitted or top-dose-only effect, or effect the other way, or a change in a side signal; inactive means no such curve, though single readings can be large or run the other way; the % refers to the polarisation; further: potency means the concentration at half of the fitted maximal effect; on the % scale 0 is the no-effect control and ±100 the full control effect
PI4K2A block – qHTS for small molecular inhibitors of PI4K2A; Phosphatidylinositol 4-kinase type 2-alpha (Homo sapiens), Q9BTU6; purified PI4K2A, ADP-Glo luminescence, 1 h; hits give low values; activity change, negative = inhibition, % at 76.9 µM; 420,000 compounds, 0.13% hits; AID 1346378, 2018; in the data active means activity change below about -50%; inconclusive means mostly about -30% to -49%;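 further: -100% = wells without enzyme as full effect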
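ADP-Glo luminescence measured ADP generated by PI4K2A enzyme (4 ug/mL before mixing) with 1.2 mM PI substrate (pre-mix) and 300 microM ATP (pre-mix). Tris pH7.5 buffer with MgCl2, Triton X-100; 1 h reaction at ambient temperature.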
Numbers without * were called inactive; i = inactive; ? = inconclusive; / = no result given; [ ] = remark or other dose. Unless noted, the call rests on the fitted dose curve; in most records, active means well fitted curve in the direction sought with a large enough effect; inconclusive means small, poorly fitted or top-dose-only effect, or another doubt; inactive means no such curve, though single readings can be large; an effect the other way counts as inactive or inconclusive. Compounds as they come; any-hit rate near 11%.

SMILES	BAZ2B inh	PGK inhibitor	G9a inh	GLS inh	HP1b chromo inh	ERG Ets-DNA blk	JMJD2A Tudor	Pin1 inhibitor	PI4K2A block
O=C(CCN1C(=O)/C(=C/c2cccs2)SC1=S)Nc1cccc(C(=O)O)c1	50µM*	-11%	50µM*	-13%	-7%	24%	-29%	54%[activator]	-1
Cc1cc(N2CCCCCC2)n2nc(C)c(-c3ccccc3)c2n1	104%[activator]	9%	187%[activator]	-5%	186%[activator]	4%	48%[activator]	0%	0
CN(C(=O)c1cccc(NC(=O)Cc2cccc(NC(=O)C3CCCN(C(=O)c4ccccc4)C3)c2)c1)C1CCC1 (stereo unspecified)	/	0%	/	0%	17%	-7%	-26%	5%	3
O=C(CN1C(=O)/C(=C\c2ccccc2Cl)Sc2ccccc21)NCCCN1CCOCC1	?	11%	/	7%	19%	9%	?	-9%	-6
CCC(C(N)=NCCc1ccc(OC)c(OC)c1)c1ccccc1 (stereo unspecified)	2%	-8%	7%	4%	37%	5%	-14%	-5%	-6
Cc1ccc(C)c(Cn2c(=O)n(Cc3ccccc3)c(=O)c3sc4ccccc4c32)c1	-19%	-2%	17%[59 µM]	-10%	43%[activator]	-9%	0%	-1%	5
COc1cc2c(cc1OC)C(c1ccc(C(F)(F)F)cc1)CC(=O)N2 (stereo unspecified)	6%	-5%	/	-18%	48%[activator]	-2%	-23%	7%	3
O=C(N/N=C/C1=Cc2ccccc2OC1)c1ccncc1	-4%	-3%	6%	-13%	16%	-1%	-20%	3%	2
O=C(Nc1cccnc1)Nc1ccc2c(c1)OCO2	-33%	-7%	-38%[59 µM]	/	6%	3%	-6%	-3%	-5
COC(=O)c1cc(=O)n(Cc2ccc(F)cc2)c(=NCc2ccc(F)cc2)s1	-10%	-3%	12%[59 µM]	6%	31%	-1%	-22%	0%	2
O=C(CSc1nnc2ccccn12)NC(=O)NC1CCCCC1	-18%	-8%	-7%[12.7 µM]	-8%	26%	3%	-16%	-1%	3
O=C(O)c1ccc(CP(=O)(c2ccccc2)c2ccccc2)cc1	8%	1%	-7%[0.501 µM]	-2%	6%	1%	-11%	-8%	-3
COc1ccc(CCN2C(=O)CC(N3CCC(C(N)=O)CC3)C2=O)cc1OC (stereo unspecified)	1%	-5%	/	-12%	26%	2%	-2%	-1%	2
CC(C)(C)NS(=O)(=O)c1ccc(NC(=O)C2CC(=O)N(CCc3ccc(F)cc3)C2)cc1 (stereo unspecified)	-8%	-1%	?	-8%	-4%	-1%	-26%	-13%	-1
CC(C(O)C12CC3CC(CC(C3)C1)C2)N1CCCCC1 (stereo unspecified)	-14%	-1%	-26%	6%	47%[activator]	1%	0%	-2%	5
O=C(CSc1nc2ccccc2[nH]1)Nc1nc(-c2ccc(Br)cc2)cs1	-3%	-10%	0%[59 µM]	-2%	29%	4%	-11%	10%	-3
O=C(CN1C(=O)S/C(=C\C=C\c2ccccc2)C1=O)Nc1ccc(O)cc1	-36%	5%	-8%[59 µM]	24%	12%	12%	-16%	4%	-3
COc1ccccc1OCC(=O)NNC(=O)Nc1ccccc1	/	0%	/	0%	33%	19%	-6%	1%	-2
Cc1cc(C)cc(N(CC(=O)NC2CCCCC2)C(=O)CCC(=O)Nc2cc(C)ccn2)c1	2%	-7%	-39%[0.0925 µM]	-8%	28%	-7%	-12%	-10%	5
Cc1nc(NC(=O)C(Cl)Cl)sc1C(=O)N(C)C	?	-13%	?	-23%	10%	-2%	79µM*	3%	2
CC(=O)c1ccc(-c2ccc(C(=O)N3CCN(c4ccc(F)cc4)CC3)o2)cc1	/	-6%	32µM*	15%	0%	11%	?	15%	-10
CCOC(=O)c1c(S(=O)(=O)NCc2cccs2)c(C)n(C)c1C	-25%	-9%	-3%[59 µM]	-4%	20%	0%	-5%	-3%	7
Cc1ccc(S(=O)(=O)Nc2ccc3c(c2)ncn3C(C)(C)C)cc1	-3%	2%	-2%[59 µM]	-5%	32%	/	-3%	-3%	-2
Cc1ccccc1S(=O)(=O)c1c(C)cc(-c2ccccc2)[nH]c1=O	7%	-4%	-12%	6%	16%	-4%	7%	0%	1
Cc1nnc(NC(=O)CCC(=O)N2CCC(C)CC2)s1	0%	/	-2%[59 µM]	-15%	22%	/	-6%	-4%	0
COC(=O)C1CCCN1S(=O)(=O)c1ccc2ccccc2c1 (stereo unspecified)	87%[activator]	-1%	45%[activator][59 µM]	-12%	80%	-2%	42%[activator]	-3%	-4
COc1ccccc1N1CCN(C2CCCN(C(=O)CCN3CCCCO3)C2)CC1 (stereo unspecified)	-4%	4%	10%	-10%	32%	-15%	-11%	-2%	1
CCCCN(CC)C(=O)Nc1ccc2c(c1)N(C)C(=O)c1ccccc1S2	?	-4%	-37%[59 µM]	-7%	-15%	5%	?	8%	1
CCOC(=O)Cc1cc(-c2ccc(F)cc2)nc2ccc3ccccc3c12	6%	-8%	10%[59 µM]	-4%	46%[activator]	-9%	4%	-2%	6
Cc1ccc2oc(C(=O)N3CCN(CC(=O)NC(C)C)CC3)c(C)c2c1	-9%	i	1%[0.501 µM]	-18%	14%	5%	-1%	-5%	9
CCN1CCCC1CNC(=O)CS(=O)(=O)Cc1nc(-c2ccccc2C)oc1C (stereo unspecified)	-7%	9%	?	5%	23%	6%	-24%	0%	1
Cc1ccc(N=Cc2c(C)[nH]n(-c3nc4ccccc4[nH]3)c2=O)cc1	?	?	8%[59 µM]	8%	24%	1%	-35%	7%	-30
CSc1ccccc1NC(=O)c1ccc(N2CC3CC(C2)c2cccc(=O)n2C3)c(NC(=O)c2cccnc2)c1 (stereo unspecified)	-19%	-5%	71µM*	1%	28%	0%	-6%	5%	-1
CN1/C(=C\C=C2/C(=O)Oc3ccccc3C2=O)C(C)(C)c2ccccc21	?	-4%	?	-21%	-1%	4%	3%	?	-1
COC(=O)c1ccccc1NC(=O)Cn1c(=O)n(-c2ccc(Cl)cc2)c(=O)c2c(C)c(C)sc21	4%	-13%	11%[59 µM]	12%	28%	4%	2%	0%	-10
COc1cc([N+](=O)[O-])ccc1NC(=O)CN1CCOCC1	12%	5%	?	4%	16%[57 µM]	-3%	-19%	-9%	5
Cc1ccsc1C(=O)Nc1ccc(OCc2ccccc2)cc1	0%	?	11%	1%	11%	-1%	-9%	-4%	?
Cc1cc(S(=O)(=O)NC2CCCCC2)ccc1OCC(=O)N1CCOCC1	-8%	i	14%[59 µM]	1%	47%[activator]	3%	-12%	8%	6
CCCOc1ccc(OC(=O)c2ccc(Br)o2)cc1	77%[activator]	4%	243%[activator]	2%	80%[activator]	4%	77%[activator]	10%	-7
Cc1ccc(C(C)C)c(OCC(=O)N/N=C/c2cccn2C)c1	25µM*	-3%	/	5%	?	-7%	?	11%	-5
COc1cccc(NC(=O)N(CCCN2CCOCC2)C(C)c2cc3cccc(OC)c3o2)c1 (stereo unspecified)	-1%	2%	-1%[59 µM]	-7%	24%	-2%	-4%	9%	12
CCOc1cc(C2NN=C(c3ccccc3)S2)ccc1OCc1ccccc1Cl (stereo unspecified)	?	-4%	?	?	24%	0%	?	?	-17
COc1ccc(OC)c(NC(=O)CC(NC(C)=O)c2ccccc2)c1 (stereo unspecified)	-10%	2%	-4%[59 µM]	6%	-4%	3%	-12%	-5%	4
O=C(O)c1cc([N+](=O)[O-])ccc1C(=O)Nc1ccccc1	-5%	-7%	?	0%	26%	0%	-15%	-17%	1
Cc1ccc(NC(=O)C2CC(O)CN2C(=O)OCc2ccccc2)cc1C (stereo unspecified)	-12%	i	6%	8%	20%	1%	-16%	6%	-3
CC(C)OCCCN1C(=O)c2ccccc2C1C(=O)NC1CCCCC1 (stereo unspecified)	7%	4%	-2%	2%	35%	-1%	-11%	-5%	-2
CCN(CC)C(=O)c1[nH]cnc1C(=O)NCCCCCNC(=O)OC(C)(C)C	3%	6%	6%[2.33 µM]	2%	24%	6%	-6%	-4%	3
CC(C)c1ccc(NC(=O)Cn2c(=O)oc3cccnc32)cc1	2%	3%	18%[59 µM]	5%	9%	-4%	1%	4%	-1
CCOc1ccc(-c2cc(NC(=O)c3ccccc3)c(C(=O)OC)s2)cc1	11%	-3%	2%[59 µM]	-1%	56%[activator]	0%	12%	5%	-2
